Assay outcomes deposited in PubChem by Sanford-Burnham Center for Chemical Genomics.
EBI2 block: antagonists of human EBI2 receptor; P32249; EBI2 beta-arrestin recruitment, luminescence, 7a,25-OHC stimulated; inhibition, % at 5 µM; hit rate 0.81% among 360,000; in the data active means inhibition above about 38%;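 further: enzyme fragment complementation signal reports receptor beta-arrestin coupling in cells; 0% = agonist plus DMSO wells and 100% = wells without agonist; some results beyond the cut were filed as inactive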
CXCR6 inh: inhibitors of human CXCR6 receptor; hit rate 0.36% among 360,000; O00574; inhibition, % at 20 µM; CHO-K1 PathHunter CXCR6 beta-arrestin, luminescence; in the data active means inhibition above about 34%, passing the limit was not always enough;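 further: antagonist mode with CXCL16 agonist at 10 nM final; 0% = 10 nM CXCL16 with DMSO and 100% = unstimulated wells without agonist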
Target sequence (O00574 whole entry, looked up): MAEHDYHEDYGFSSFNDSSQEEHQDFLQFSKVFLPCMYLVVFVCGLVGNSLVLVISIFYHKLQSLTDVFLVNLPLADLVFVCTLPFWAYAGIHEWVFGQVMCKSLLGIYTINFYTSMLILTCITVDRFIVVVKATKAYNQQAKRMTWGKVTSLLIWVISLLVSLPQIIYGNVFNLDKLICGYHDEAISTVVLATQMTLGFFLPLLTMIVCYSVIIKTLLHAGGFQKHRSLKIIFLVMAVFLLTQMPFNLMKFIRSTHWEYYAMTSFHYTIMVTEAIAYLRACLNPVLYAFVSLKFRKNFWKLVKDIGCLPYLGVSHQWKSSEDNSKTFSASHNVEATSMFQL
APJ antag: APJ receptor antagonism; inhibition, % at 20 µM; AID 2521; hit rate 0.32% among 330,000; CHO-K1 APJ beta-arrestin complementation, luminescence;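 active means inhibition above about 40% at 20 µM, limit read from the data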;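 further: cells challenged with 10 nM apelin-13 agonist together with compound; plate controls were apelin-13 plus DMSO wells for no effect and DMSO wells lacking apelin-13 for full effect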
Target sequence (P35414 whole entry, looked up): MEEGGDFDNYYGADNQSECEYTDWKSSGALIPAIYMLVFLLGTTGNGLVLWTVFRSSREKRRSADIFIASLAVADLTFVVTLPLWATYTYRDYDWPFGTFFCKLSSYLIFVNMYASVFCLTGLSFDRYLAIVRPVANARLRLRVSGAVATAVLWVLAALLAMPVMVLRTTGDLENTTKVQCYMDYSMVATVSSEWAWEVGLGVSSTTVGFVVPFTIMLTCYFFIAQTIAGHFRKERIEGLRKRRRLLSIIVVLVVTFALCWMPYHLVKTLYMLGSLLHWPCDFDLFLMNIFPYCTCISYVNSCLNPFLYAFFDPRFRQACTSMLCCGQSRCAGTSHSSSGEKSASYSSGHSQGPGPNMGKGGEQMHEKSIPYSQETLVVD
CCR6 antagonist: CCR6 (human) receptor antagonism. inhibition, % at 20 µM. CHO-K1 CCR6 PathHunter beta-arrestin, luminescence, CCL20-stimulated. hit rate 0.49% among 340,000. AID 493098. P51684;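 active means compounds whose inhibition of the agonist-driven luminescence signal at 20 µM reaches about 50%, limit read from the data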;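 further: cells stimulated with CCL20 at 14 nM final; plate controls were DMSO with CCL20 for no effect and DMSO without agonist for full effect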
Target sequence (P51684 whole entry, looked up): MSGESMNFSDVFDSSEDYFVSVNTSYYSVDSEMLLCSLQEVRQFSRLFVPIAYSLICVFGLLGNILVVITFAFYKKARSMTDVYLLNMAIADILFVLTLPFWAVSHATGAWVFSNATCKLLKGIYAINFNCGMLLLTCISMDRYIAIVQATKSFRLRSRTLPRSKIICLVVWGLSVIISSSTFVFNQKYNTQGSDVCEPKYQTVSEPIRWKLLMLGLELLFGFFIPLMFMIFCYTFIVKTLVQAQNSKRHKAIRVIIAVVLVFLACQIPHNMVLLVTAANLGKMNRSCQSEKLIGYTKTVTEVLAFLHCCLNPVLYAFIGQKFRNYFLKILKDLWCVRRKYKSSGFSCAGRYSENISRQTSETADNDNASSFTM
APJ agonist: activates the human apelin receptor APJ; P35414; activation, % at 20 µM; AID 2520; CHO-K1 APJ PathHunter beta-arrestin, luminescence; 0% DMSO wells, 100% apelin; hit rate 0.11% among 330,000;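 active means activation more than six SD over the plate average, tested at 20 µM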;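 further: 0% = DMSO alone and 100% = apelin-13 at 10 nM; some results filed as inactive read as strong as hits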
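Test system – PathHunter CHO-K1 APJ (AGTRL-1) beta-arrestin reporter cells · Input – 1000 cells/well · Compound – single test compound dose, 20 µM final, 1% DMSO · Times – compound stimulation 90 min at 25 °C, detection 60 min · Technique – beta-gal luminescence · Read-out basis – APJ–arrestin association signal · Control set – negative DMSO alone, positive Apelin-13 at 10 nM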
CHOP UPR activ: activators of apoptotic arm of unfolded protein response (CHOP); CHO-CHOP luciferase reporter, UPR activation, luminescence; percent of tunicamycin response over DMSO baseline; activation, % at 10 µM; hit rate 0.34% among 330,000;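 active means at 10 µM dose, activation of 40% or more, normalized to positive control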;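 further: 100% = tunicamycin at 10 µg/mL and 0% = DMSO alone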
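assay system = CHO CHOP reporter cells | amount = 500 CHO-CHOP cells per well | buffer or medium = F12 with 10% FBS | incubation = 16-18 h cell attachment, then 6 h compound exposure, 37 °C | detection = luminescence read with Steady-Glo | read-out = percent activation relative to tunicamycin control | controls = tunicamycin high control, DMSO low control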
Mdm2 MdmX PPI: inhibitors of human Mdm2/MdmX interaction. hit rate 3% among 330,000. O15151+Q00987. SaOS-2 split-luciferase Mdm2/MdmX complementation, luminescence. inhibition, % at 8 µM;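 active means inhibition of at least 50% at 8 µM in the primary screen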
UPR XBP1 act: activators of adaptive arm of unfolded protein response (XBP1); CHO-XBP1 luciferase reporter, IRE1-XBP1 UPR activation, luminescence; percent of tunicamycin response, DMSO as zero; activation, % at 20 µM; hit rate 0.33% among 330,000; AID 463104;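 active means versus positive control, 20 µM dose yields 30% or more activation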;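 further: 100% = tunicamycin at 10 µg/mL and 0% = DMSO only wells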
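Test system: CHO-XBP1 luciferase reporter cells | Buffer or medium: Serum-containing F12 medium, 10% FBS | Schedule: 6 h compound exposure at 37 °C, 5% CO2 | Detection: Steady-Glo luciferase glow luminescence, 10 min after reagent addition | Read-out basis: Activation, % of tunicamycin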
tim23-1 inh: inhibits growth of tim23-1 mutant yeast; S. cerevisiae tim23-1 growth, BacTiter-Glo luminescence, 24 h; inhibition, % at 20 µM; hit rate 1.3% among 330,000;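 active means growth inhibition of the mutant yeast at or above 50%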;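 further: temperature-sensitive mutant grown at 25 °C; plate controls were DMSO-treated mutant yeast for no effect and medium wells lacking yeast for full effect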
* marks the source's active call; other numbers are inactive results.

O=C(Cn1nc([N+](=O)[O-])nc1Br)NC(c1ccccc1)c1ccccc1 was read as EBI2 block 0, CXCR6 inh -30, APJ antag -42, CCR6 antagonist -4, APJ agonist 2, CHOP UPR activ 1.3, Mdm2 MdmX PPI -31, UPR XBP1 act -1 and tim23-1 inh 6.
CCOc1ccccc1N(CC(=O)Nc1ccc(OC)cc1OC)S(=O)(=O)c1ccccc1 was read as EBI2 block 20, CXCR6 inh 2, APJ antag -1, CCR6 antagonist 24, APJ agonist -3, CHOP UPR activ -1.3, Mdm2 MdmX PPI 4, UPR XBP1 act 0 and tim23-1 inh 36.
`Cc1cccc(N(C)S(=O)(=O)c2ccc3[nH]cc(C(=O)N4CCOCC4)c(=O)c3c2)c1` gave EBI2 block 0, CXCR6 inh 2, APJ antag -12, CCR6 antagonist -3, APJ agonist 2, CHOP UPR activ -0.6, Mdm2 MdmX PPI 13, UPR XBP1 act 0 and tim23-1 inh -9.
For O=C(Nc1ccccc1Cl)c1ccc(-n2cccn2)c([N+](=O)[O-])c1 the results were EBI2 block -2, CXCR6 inh -6, APJ antag -4, CCR6 antagonist 19, APJ agonist 1, CHOP UPR activ -1.3, Mdm2 MdmX PPI 8, UPR XBP1 act 6 and tim23-1 inh 10.
`CS(=O)(=O)NCC(c1ccco1)N1CCN(c2ccc(F)cc2)CC1` (stereo not given) gave EBI2 block 0, CXCR6 inh 5, APJ antag 1, CCR6 antagonist 0, APJ agonist -1, CHOP UPR activ 0.5, Mdm2 MdmX PPI -26, UPR XBP1 act -2 and tim23-1 inh 6.
Screening Cc1cccc(Cn2cnc3c(NS(C)(=O)=O)c(C)c(C)cc32)c1 returned EBI2 block 3, CXCR6 inh -3, APJ antag 11, CCR6 antagonist 23, APJ agonist -6, CHOP UPR activ 2.2, Mdm2 MdmX PPI 15, UPR XBP1 act 0 and tim23-1 inh -5.
For COc1ccc(N(CC(=O)Nc2cc(C)ccc2OC)S(=O)(=O)c2c(C)noc2C)cc1 the results were EBI2 block 42*, CXCR6 inh 5, APJ antag 15, CCR6 antagonist 15, APJ agonist -3, CHOP UPR activ 0.3, Mdm2 MdmX PPI 31, UPR XBP1 act 0 and tim23-1 inh 35.
O=P1(O)C=C(c2ccccc2)NC(c2ccccc2)=C1 was read as EBI2 block -3, CXCR6 inh 0, APJ antag 15, CCR6 antagonist 1, APJ agonist -1, CHOP UPR activ 0.0, Mdm2 MdmX PPI 18, UPR XBP1 act -2 and tim23-1 inh 5.
COc1ccc2[nH]c(=O)c(CNc3cc(C)ccc3C)cc2c1 was read as EBI2 block 4, CXCR6 inh 0, APJ antag -16, CCR6 antagonist 4, APJ agonist 1, CHOP UPR activ -1.7, Mdm2 MdmX PPI 11, UPR XBP1 act 1 and tim23-1 inh 15.
O=C(O)CNCC1COc2ccccc2O1 (stereo not given) was read as EBI2 block -3, CXCR6 inh -1, APJ antag 17, CCR6 antagonist 3, APJ agonist 1, CHOP UPR activ 0.8, Mdm2 MdmX PPI 13, UPR XBP1 act -1 and tim23-1 inh -3.
For CC(C)(C)c1ccc(/C=N/n2cnnc2)cc1 the results were EBI2 block -3, CXCR6 inh -2, APJ antag -1, CCR6 antagonist -7, APJ agonist 0, CHOP UPR activ 1.0, Mdm2 MdmX PPI 3, UPR XBP1 act 2 and tim23-1 inh 13.
Screening C/C(=N\NC(=O)CN1CCN(Cc2ccc(C)cc2)CC1)c1ccncc1 returned EBI2 block -19, CXCR6 inh -10, APJ antag -19, CCR6 antagonist -21, APJ agonist -1, CHOP UPR activ -1.9, Mdm2 MdmX PPI 4, UPR XBP1 act 0 and tim23-1 inh 1.

The list goes on (2 carried over from the part before).
For CC(C)(C)c1ccc(/C=N/n2cnnc2)cc1 the results were EBI2 block -3, CXCR6 inh -2, APJ antag -1, CCR6 antagonist -7, APJ agonist 0, CHOP UPR activ 1.0, Mdm2 MdmX PPI 3, UPR XBP1 act 2 and tim23-1 inh 13.
Screening C/C(=N\NC(=O)CN1CCN(Cc2ccc(C)cc2)CC1)c1ccncc1 returned EBI2 block -19, CXCR6 inh -10, APJ antag -19, CCR6 antagonist -21, APJ agonist -1, CHOP UPR activ -1.9, Mdm2 MdmX PPI 4, UPR XBP1 act 0 and tim23-1 inh 1.
Screening COc1ccc(S(=O)(=O)n2[nH]c(=O)c(CCO)c2C)c([N+](=O)[O-])c1 returned EBI2 block 0, CXCR6 inh 5, APJ antag 0, CCR6 antagonist -6, APJ agonist -3, CHOP UPR activ -0.4, Mdm2 MdmX PPI -27, UPR XBP1 act 0 and tim23-1 inh 10.
Screening CCCc1cc(C(=O)N2CCC(n3nccc3NC(=O)c3ccc(OC)cc3)CC2)no1 returned EBI2 block -12, CXCR6 inh 4, APJ antag 11, CCR6 antagonist 7, APJ agonist -1, CHOP UPR activ 4.3, Mdm2 MdmX PPI -7, UPR XBP1 act -1 and tim23-1 inh -6.
For O=C(COC(=O)Cc1ccc(S(=O)(=O)N2CCOCC2)s1)Nc1ccccc1Cl the results were EBI2 block -2, CXCR6 inh -10, APJ antag -2, CCR6 antagonist -4, APJ agonist 0, CHOP UPR activ -0.5, Mdm2 MdmX PPI 26, UPR XBP1 act -1 and tim23-1 inh 4.
Screening Cc1cc(C(=O)N2CCN(c3ccccc3)CC2)c(C)o1 returned EBI2 block 12, CXCR6 inh -6, APJ antag -6, CCR6 antagonist -4, APJ agonist 1, CHOP UPR activ 2.0, Mdm2 MdmX PPI -21, UPR XBP1 act 4 and tim23-1 inh 26.
Screening O=C(c1ccccc1)N1CCN(S(=O)(=O)c2cccs2)CC1 returned EBI2 block 8, CXCR6 inh 0, APJ antag -20, CCR6 antagonist 4, APJ agonist -1, CHOP UPR activ 24, Mdm2 MdmX PPI 30, UPR XBP1 act 0 and tim23-1 inh -2.
For CSc1ccccc1NC(=O)C1CC(c2ccccc2O)=NO1 (stereo not given) the results were EBI2 block 7, CXCR6 inh -1, APJ antag 5, CCR6 antagonist 15, APJ agonist -7, CHOP UPR activ 3.3, Mdm2 MdmX PPI 19, UPR XBP1 act 1 and tim23-1 inh 13.
Screening O=C(Nc1ccccc1)c1cc2c(=O)c3ccccc3oc2nc1C(F)(F)F returned EBI2 block -1, CXCR6 inh -17, APJ antag 7, CCR6 antagonist -10, APJ agonist -5, CHOP UPR activ 1.4, Mdm2 MdmX PPI -10, UPR XBP1 act -1 and tim23-1 inh -12.
Screening COC(=O)C1=C(C)NC(C)=C(C(=O)OC(C)C)C1c1cccc2nonc12 (stereo not given) returned EBI2 block 2, CXCR6 inh -4, APJ antag -9, CCR6 antagonist 13, APJ agonist 4, CHOP UPR activ 4.3, Mdm2 MdmX PPI -24, UPR XBP1 act 14 and tim23-1 inh 21.
Screening CN(C)S(=O)(=O)c1ccc(C(=O)NNc2nc(-c3ccccc3)c3cc(Br)ccc3n2)cc1 returned EBI2 block 12, CXCR6 inh 23, APJ antag -1, CCR6 antagonist 34, APJ agonist -2, CHOP UPR activ 1.2, Mdm2 MdmX PPI 14, UPR XBP1 act -2 and tim23-1 inh 28.
Screening CCOC(=O)CCCNC(=O)COC(=O)c1cccc(F)c1 returned EBI2 block -4, CXCR6 inh 10, APJ antag 14, CCR6 antagonist -2, APJ agonist -1, CHOP UPR activ 0.5, Mdm2 MdmX PPI 3, UPR XBP1 act 0 and tim23-1 inh 7.
For CCCCc1nnc(NC(=O)CN2C(=O)NC3(CCCCC3)C2=O)s1 the results were EBI2 block 0, CXCR6 inh -1, APJ antag 9, CCR6 antagonist 14, APJ agonist -3, CHOP UPR activ 0.5, Mdm2 MdmX PPI -12, UPR XBP1 act -3 and tim23-1 inh -3.
O=C(CSc1nnc2ccc(-c3ccccn3)nn12)NCC1CCCO1 (stereo not given) was read as EBI2 block -4, CXCR6 inh 3, APJ antag 11, CCR6 antagonist 6, APJ agonist -3, CHOP UPR activ 1.8, Mdm2 MdmX PPI -9, UPR XBP1 act -3 and tim23-1 inh -1.
Screening CCC(CC)c1nnc(NC(=O)c2cc([N+](=O)[O-])ccc2N2CCCCC2)s1 returned EBI2 block 11, CXCR6 inh 16, APJ antag 18, CCR6 antagonist 71*, APJ agonist -1, CHOP UPR activ 0.5, Mdm2 MdmX PPI 29, UPR XBP1 act -2 and tim23-1 inh 17.
For C=CCN(CC=C)Cc1c(C)[nH]c2ccc(C(=O)OCC)cc2c1=O the results were EBI2 block -1, CXCR6 inh -7, APJ antag 23, CCR6 antagonist -14, APJ agonist 0, CHOP UPR activ -1.5, Mdm2 MdmX PPI -13, UPR XBP1 act 3 and tim23-1 inh 22.
Screening CCCCn1c(N)c(N(CCOC)C(=O)c2cc(-c3ccc(OC)cc3)nc3ccccc23)c(=O)[nH]c1=O returned EBI2 block -1, CXCR6 inh 3, APJ antag 13, CCR6 antagonist -2, APJ agonist -3, CHOP UPR activ 0.0, Mdm2 MdmX PPI -14, UPR XBP1 act 0 and tim23-1 inh 13.
Screening Clc1cccc(Cl)c1CNc1ccc(N2CCCC2)cc1 returned APJ antag -10, CCR6 antagonist 11, APJ agonist -1, CHOP UPR activ 1.3, Mdm2 MdmX PPI 2, UPR XBP1 act 2 and tim23-1 inh 25.
`CCOC(=O)N1CCN(CC(=O)Nc2ccc(Oc3ccccc3)cc2)CC1` gave EBI2 block -2, CXCR6 inh -5, APJ antag 16, CCR6 antagonist 19, APJ agonist -3, CHOP UPR activ 1.8, Mdm2 MdmX PPI 22, UPR XBP1 act 1 and tim23-1 inh 21.
For CCCn1nc(Oc2nc(SC)nc(N(C)C)n2)ccc1=O the results were EBI2 block -1, CXCR6 inh -3, APJ antag 3, CCR6 antagonist 13, APJ agonist 3, CHOP UPR activ 0.2, Mdm2 MdmX PPI 3, UPR XBP1 act -1 and tim23-1 inh 23.
COC(=O)C1=C(C(=O)OC)[C@@H]2Nc3ccccc3[C@@]23C[C@@H](C(=O)OC)N(C(=O)c2cc(C)oc2C)C3=N1 was read as EBI2 block -5, CXCR6 inh 0, APJ antag -46, CCR6 antagonist 5, APJ agonist 9, CHOP UPR activ -0.2, Mdm2 MdmX PPI -21, UPR XBP1 act 0 and tim23-1 inh 6.
`Cc1ccc(NS(=O)(=O)c2cccc(C(=O)N3CCN(c4ncccn4)CC3)c2)cc1` gave EBI2 block -11, CXCR6 inh -4, APJ antag -4, CCR6 antagonist 11, APJ agonist -3, CHOP UPR activ 0.8, Mdm2 MdmX PPI -14, UPR XBP1 act -3 and tim23-1 inh -1.
Screening Cn1c(=O)[nH]c(=O)c2c1nc(Br)n2CC(O)COCc1ccccc1 (stereo not given) returned EBI2 block -10, CXCR6 inh 2, APJ antag 4, CCR6 antagonist 4, APJ agonist 1, CHOP UPR activ -0.8, Mdm2 MdmX PPI 20, UPR XBP1 act 0 and tim23-1 inh -9.
Screening CC(C)(C)SCCNS(=O)(=O)c1ccc2ccccc2c1 returned EBI2 block 2, CXCR6 inh 3, APJ antag -2, CCR6 antagonist 9, APJ agonist -3, CHOP UPR activ 0.5, Mdm2 MdmX PPI -6, UPR XBP1 act -1 and tim23-1 inh 36.

A portion of the library; count on the stated rates, not on these rows.
